Source: PubChem BioAssay
BLM inh: Bloom syndrome helicase (human) inhibition. recombinant BLM DNA unwinding, fluorescence dequenching. Potency, µM (top dose mostly 56.1 µM), inactives show top-dose activity change, negative = inhibition, hits mostly inhibitors. P54132. 0.2% of 350,000 active;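 further: plate controls were vehicle for no effect and no enzyme for full effect; nearly all actives have a fitted effect of over 35% in size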
POLB inh: blocks human DNA polymerase beta activity | Potency, µM (doses to about 114 µM), for inactives: at the top dose activity change, negative = inhibition, usual class: inhibitors | AID 485314 | 1.3% of 340,000 active | Pol beta primer extension/strand displacement, fluorescence kinetic; further: on the % scale 0 is the no-effect control and ±100 the full control effect
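Kinetic readout of DNA synthesis with strand displacement by Pol beta. Compound and 10 nM enzyme sit 15 min at room temperature; 50 nM substrate starts the reaction, read immediately and at 10 min.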
BAZ2B inh: inhibitors of human BAZ2B bromodomain. AlphaScreen BAZ2B-H3K14Ac peptide displacement. Potency, µM (highest dose often 114 µM), for inactives: at the top dose activity change, negative = inhibition, actives largely listed as inhibitors. 4.4% of 360,000 active; further: on the % scale 0 is the no-effect control and ±100 the full control effect; nearly all actives have a fitted effect of over 60% in size
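BAZ2B 50 nM plus b-H3(5-23)K14Ac 50 nM, PBS pH 7.4/0.01% Tween-20, 30 min RT; compound added (max 110 uM), 30 min RT; streptavidin donor/Ni-chelate acceptor beads 10 ug/mL final, 20 min dark; AlphaScreen read.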
Pol iota inh: blocks human DNA polymerase iota activity; Q9UNA4; Pol iota fluorescent replication assay, 10 min; Potency, µM (highest dose often 115 µM), without a hit: at the top dose activity, negative = inhibition, usual class: inhibitors; 1% of 390,000 active
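Pol iota at 10 nM preincubated 15 min with compounds at room temperature; reaction started with fluorescent substrate, 50 nM final. Fluorescence read kinetically at 0 and 10 min; buffer-only wells as negative control.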
JMJD2A Tudor inh: blocks the human JMJD2A Tudor domain; Potency, µM (titrated, usually from 114 µM), for the others: at the top dose activity change, negative = inhibition, hits mostly inhibitors; 4.4% of 390,000 active; AlphaScreen JMJD2A-Tudor / H3K4me3 peptide binding; O75164; further: on the % scale 0 is the no-effect control and ±100 the full control effect; nearly all actives have a fitted effect of over 50% in size
APE1 inh: inhibitors of human APE1 endonuclease; P27695; recombinant APE1, TAMRA/BHQ-2 abasic DNA cleavage fluorescence; Potency, µM (highest dose often 65.8 µM), for inactives: at the highest dose activity change, negative = inhibition, most hits filed as inhibitors; 0.35% of 350,000 active; AID 2517;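 further: plate controls were vehicle for no effect and reference inhibitor for full effect; nearly all actives have a fitted effect of over 55% in size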
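APE1 at 0.75 nM preincubated 15 min at room temperature with compound. Reaction then started with 50 nM double-stranded THF-abasic substrate labelled with TAMRA/BHQ-2, and 525/598 nm fluorescence read kinetically. Activity taken as third-minus-first read difference, normalized to DMSO and NSC13755 controls.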
G9a inh: G9a (human) methyltransferase inhibition. G9a H3K9 monomethylation, AlphaScreen, 2 h. Potency, µM (titrated, usually from 102 µM), for the others: at the top dose activity, negative = inhibition, usual class: inhibitors. 8.8% of 350,000 active. AID 504332; further: on the % scale 0 is the no-effect control and ±100 the full control effect; nearly all actives have a fitted effect of over 75% in size
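Enzyme 20 nM + cpd, 15 min RT; add b-H3K9 pep 500 nM / SAM 20 uM; 2 h RT; anti-H3K9me1 Ab 0.5 ug/mL + SA donor / anti-rabbit acceptor beads 20 ug/mL each, 10 min; AlphaScreen read.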
POLH inh: DNA polymerase eta (human) inhibition; Q9Y253; recombinant Pol eta, fluorescent DNA replication assay; Potency, µM (series often up to 114 µM), for inactives: at the top dose activity change, negative = inhibition, actives largely listed as inhibitors; 1.2% of 390,000 active; AID 588591; further: on the % scale 0 is the no-effect control and ±100 the full control effect
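Pol eta (10 nM) was preincubated with compounds for 15 min at room temperature, after which fluorescent replication substrate (50 nM final) was added to start the reaction. Fluorescence was read kinetically at 0 and 10 min.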
Pol kappa inh: DNA polymerase kappa (human) inhibition. purified Pol kappa, fluorescent DNA synthesis assay, 10 min. Potency, µM (series often up to 107 µM), without a hit: at the highest dose activity, negative = inhibition, usual class: inhibitors. 0.53% of 400,000 active. Q9UBT6; further: on the % scale 0 is the no-effect control and ±100 the full control effect
Target sequence (Q9UBT6 whole entry, looked up): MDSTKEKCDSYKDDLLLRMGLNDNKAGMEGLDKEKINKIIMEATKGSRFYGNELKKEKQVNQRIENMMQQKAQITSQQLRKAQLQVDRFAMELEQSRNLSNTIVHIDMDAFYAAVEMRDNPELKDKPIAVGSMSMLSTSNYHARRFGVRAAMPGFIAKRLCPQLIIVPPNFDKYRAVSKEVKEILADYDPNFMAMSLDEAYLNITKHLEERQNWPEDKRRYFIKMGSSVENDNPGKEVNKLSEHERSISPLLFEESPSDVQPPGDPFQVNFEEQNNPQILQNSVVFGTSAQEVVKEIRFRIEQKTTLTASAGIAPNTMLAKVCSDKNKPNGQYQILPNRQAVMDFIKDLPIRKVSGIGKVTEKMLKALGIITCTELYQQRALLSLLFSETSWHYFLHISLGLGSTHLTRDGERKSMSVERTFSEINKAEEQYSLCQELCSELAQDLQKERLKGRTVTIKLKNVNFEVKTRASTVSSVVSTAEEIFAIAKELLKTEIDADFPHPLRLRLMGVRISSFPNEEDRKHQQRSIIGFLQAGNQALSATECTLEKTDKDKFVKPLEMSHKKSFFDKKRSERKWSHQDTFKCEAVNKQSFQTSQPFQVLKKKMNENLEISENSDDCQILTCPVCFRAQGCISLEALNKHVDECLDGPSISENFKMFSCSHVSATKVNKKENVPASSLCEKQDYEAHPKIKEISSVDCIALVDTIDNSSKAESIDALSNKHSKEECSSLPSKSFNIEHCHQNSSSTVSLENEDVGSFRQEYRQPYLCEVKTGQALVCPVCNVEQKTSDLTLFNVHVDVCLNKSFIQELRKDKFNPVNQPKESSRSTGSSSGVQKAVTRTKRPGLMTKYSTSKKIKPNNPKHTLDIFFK
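First, compounds were pin-transferred onto 10 nM Pol kappa. After 15 min at room temperature, substrate was added to 50 nM final. Fluorescence was then measured kinetically at 0 and 10 min.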
The depositor's hits bear a star; ? = inconclusive; . = no result given; [ ] = dose if it differs, or a comment. The call rests on the fitted dose curve; in most records, active means well fitted curve in the direction sought with a large enough effect; inconclusive means small, poorly fitted or top-dose-only effect, or another doubt; inactive means no such curve, though single readings can be large; an effect the other way counts as inactive or inconclusive. Potency means the concentration at half of the fitted maximal effect.

SMILES | BLM inh | POLB inh | BAZ2B inh | Pol iota inh | JMJD2A Tudor inh | APE1 inh | G9a inh | POLH inh | Pol kappa inh
Cc1cc(-c2ccc(S(=O)(=O)Nc3cccc(C)c3C)s2)on1 | -3% | ? | 1% | -6% | 4% | . | -4%[59 µM] | 4% | -6%
O=C(Nc1ccccc1F)NC1CCCc2ccccc21 (stereo not given) | -6% | 18% | -2% | 22% | -3% | -4% | . | -20% | -1%
CCCCCCCN=C(C)c1ccccc1O | -3% | 5% | 1% | 187%[activator] | 2% | -2% | 4% | -24% | -3%
COc1ccc(OC)c2c(=O)cc(C(=O)O)[nH]c12 | -5% | -26% | ? | 159%[activator] | 79µM* | -5% | 25µM* | -10% | -1%
Nc1c(C(=O)Nc2cccc(F)c2)c2ccccn2c1C(=O)c1ccccc1 | 0% | 32% | -2% | -25% | -9% | . | 1%[59 µM] | . | 2%
CCOC(=O)c1c(C)oc2ccc(OC(=O)c3cccs3)cc12 | -5% | ? | 58%[activator] | -9% | 81%[activator] | -3% | 116%[activator] | -13% | -6%
CCCS(=O)(=O)NCCc1csc2nc(-c3ccc(C)cc3)nn12 | -1% | 0% | -2% | 14% | -2% | . | 3%[59 µM] | -21% | 0%[60.1 µM]
CC(=O)c1ccc2c(c1)Nc1ccccc1S2 | -2% | 8% | 4% | 14% | -7%[57.1 µM] | 2% | 2.8µM* | 1% | -8%
COc1cccc(N2CCN(c3ncnc4c3c(-c3ccccc3)cn4-c3cccc(C(F)(F)F)c3)CC2)c1 | -5% | 9% | ? | -15% | -35% | . | -9%[59 µM] | -4% | -15%[60.1 µM]
Cc1ccc(-n2c(C)cc(=O)cc2C)c(C)c1 | 7% | -22% | -7% | 16% | -6% | -1% | 3%[59 µM] | -11% | -10%
OCC1(CCc2ccccc2)CCCN(CCCC(F)(F)F)C1 (stereo not given) | -7% | 7% | -10% | 4% | 0% | 11% | 17% | -6% | -10%
O=C(N/N=C/c1cccc([N+](=O)[O-])c1)C1CC1c1ccccc1 (stereo not given) | 1% | 10%[57.1 µM] | 11% | 125%[activator] | -17% | 1% | 3% | 1% | -4%
O=C(Nc1ccc(F)cc1F)c1ccco1 | 3% | 45% | 2% | 22% | -10% | 22% | 2%[59 µM] | -2% | -14%
CCOC(=O)C1OC1(c1ccccc1)c1ccccc1 (stereo not given) | . | . | . | 26% | -12% | . | . | -17% | -3%
Cc1ccc(Cn2c(=O)oc3ccccc32)cc1 | -6% | -31% | -1% | -7% | 3% | -3% | 10% | 2% | -16%
COC(=O)C1CCN(Cc2ccc(C)cc2)CC1 | -1% | -1% | 3% | -5% | -15% | 2% | 2%[59 µM] | -19% | -24%
CC(O)c1nc2ccccc2n1CCCOc1ccccc1 (stereo not given) | -1% | 17% | -10% | 2% | -16% | -1% | 9% | 0% | -15%
CC(=O)Nc1ccc(Nc2ncnc3c2cnn3-c2ccccc2)cc1 | -4% | ? | -3% | -8% | -4% | 1% | -37%[59 µM] | 0% | -3%
CCOC(=O)C(=NC(C)(C)C)NNc1cc(Cl)ccc1Cl | 0% | 30% | ? | -17% | ? | 5% | 18µM* | -23% | -3%
Cc1ccc(N2C(=O)CSC23C(=O)N(CC(=O)Nc2ccc(C(C)C)cc2)c2ccccc23)cc1C (stereo not given) | -12% | 16% | -1%[57.1 µM] | -12% | -16% | . | -25%[59 µM] | -13% | 1%
COc1ccc(Cl)cc1NC(=O)CN(C)C(=O)c1cc(C)oc1C | . | . | -7% | 19% | -25% | 15% | 7%[12.7 µM] | -24% | -17%
Cc1ccc(C(=O)Nc2cccc(C(=O)N/N=C/c3ccc(O)cc3)c2)cc1 | -6% | 4% | -6% | 15% | -23% | 1%[12.4 µM] | 5%[59 µM] | ? | 1%
Cc1ccc(NC(=O)C(OC(=O)c2ccc(F)cc2)c2ccccc2)cc1Cl (stereo not given) | -13% | 15% | 4% | 1% | -12% | -3% | 21%[59 µM] | -20% | -8%
Cc1cc(=O)n2nc(N3CCC(C(=O)Nc4c(F)c(F)c(F)c(F)c4F)CC3)sc2n1 | 0% | ? | -4% | -16% | -11% | -16% | 43%[59 µM] | -2% | -15%
O=C(CN1CCSC1=NCc1ccccc1)c1ccc(Cl)c(Cl)c1 | -4% | -2% | 6% | -13% | -23% | -1% | 1%[59 µM] | -18% | 4%
Cn1c(=O)c2c(nc(NC3CCCCC3)n2CC(=O)C23CC4CC(CC(C4)C2)C3)n(C)c1=O | -4% | 0% | -14% | 9% | -31% | 4% | 8%[59 µM] | -10% | 0%
O=C(O)C(NC(=O)C1CCCN1C(=O)OCc1ccccc1)c1ccccc1 (stereo not given) | 0% | 14% | 1% | -6% | -13% | 17% | -8% | -14% | -12%
Cc1cccc(/C=N\NC(=O)c2ccc(Cl)cc2)c1O | -4% | 1% | ? | -16% | ? | -6% | . | -12% | -4%
CC(C)(C)c1ccc(C2=CC(c3ccccc3F)n3ncnc3N2)cc1 (stereo not given) | . | . | . | -19% | -20% | . | . | -7% | -6%
Fc1ccc(N=Cc2ccc[nH]2)cc1 | -1% | 13% | 4% | 64%[activator] | -13% | -1% | 27% | -14% | 2%
CN(c1cccc(NC(=O)c2ccccc2N(C)S(C)(=O)=O)c1)S(C)(=O)=O | -1% | -18% | -1% | 1% | -11% | -2% | -33%[59 µM] | -7% | -2%
COc1ccc(C(=O)Nc2ccc(C(=O)N3CCCC3)cc2)cc1[N+](=O)[O-] | 0% | -19% | 22% | 6% | -8% | -10% | . | -8% | -17%
C#CCn1cc(/C=N/NC(=O)COc2cccc3cccnc23)c2ccccc21 | -27% | ? | ? | 22µM* | ? | -4% | 3.2µM* | ? | ?
COc1ccccc1N1CCN(C(=O)C2CCN(S(=O)(=O)c3ccc4c(c3)CC(C)N4C(C)=O)CC2)CC1 (stereo not given) | -3% | -5% | -27% | -1% | -11% | 63%[activator] | 7%[59 µM] | -10% | 13%
COc1ccc(NC(=O)CSc2nc(C)cs2)c(OC)c1 | -4% | 26% | ? | 23% | 3% | 24% | 5% | -10% | 0%
CCNC(=O)CN(c1ccc(F)cc1)S(=O)(=O)c1ccc2c(c1)OCCO2 | 1% | 48% | 4% | -28% | -3% | -19% | 3% | 3% | -8%
COc1ccc(/C=N/NC(=O)c2ccc(Br)cc2)cc1Cn1cc(Cl)cn1 | -10% | ? | -11% | 50µM* | ? | 6% | 20%[59 µM] | ? | -11%
C/C(=N/NC(=O)CNC(=O)c1cccnc1)c1ccc([N+](=O)[O-])cc1 | 0% | -16% | -27% | 8% | -8% | 11% | -16% | -7% | -2%
COc1ccc(NC(=O)CC(c2ccccc2)c2ccco2)cc1 (stereo not given) | -18% | -1% | -35% | 113%[activator] | -7% | -7% | ? | -14% | -18%
CCN(CC)C(=O)CC(c1ccccc1)c1ccco1 (stereo not given) | -4% | 9% | 0% | -8% | -28% | 12% | ? | 7% | -2%
COc1ccc(S(=O)(=O)N(CC(=O)NCc2cccnc2)c2ccc(C)cc2)cc1OC | -3% | 39% | 1% | 39%[activator] | -11% | -10% | -15% | -8% | 2%
CCCN1C(=O)N(c2cccc(C)c2)C(C)(O)CC1(C)C (stereo not given) | -1% | -2% | 7% | -6% | -9% | -2% | . | -3% | -7%
FC(F)(F)c1ccccc1-n1c(CN2CCCCC2)n[nH]c1=S | -4% | 12% | -24% | 16% | 22µM* | 4% | 20µM* | 4% | -22%
COc1ccc(C2CC(c3cccc(OC)c3)n3nc(N)nc3N2)cc1 (stereo not given) | -1% | 23% | -2% | 27% | -13% | -8% | 9% | -19% | -6%
O=C(COC(=O)/C=C/c1cccs1)Nc1ccc(Cl)cc1F | . | . | . | 4% | -13% | 22% | . | -1% | -4%
CCC(=O)N1c2ccc(S(=O)(=O)N3CCN(c4ccc([N+](=O)[O-])cc4)CC3)cc2CC1C (stereo not given) | -1% | 51% | -18% | -29% | 12% | 29% | -9%[59 µM] | -9% | -2%
CCN(CC)CCN1C(=O)C(O)=C(C(C)=O)C1c1ccccc1[N+](=O)[O-] (stereo not given) | -9% | 18% | -33% | 57%[activator] | -10% | -3% | -8%[12.7 µM] | -15% | -18%
CN(Cc1ccccc1)C(=O)c1cc2ccccc2o1 | -3% | 2% | 6% | 21% | 14% | 7% | 11% | -3% | 0%
O=C(NC1CS(=O)(=O)CC1NCc1ccccc1)c1ccccc1 (stereo not given) | 3% | 18% | 12% | 1% | 0% | 0% | 15%[59 µM] | -4% | 5%
CC(C)c1ccccc1NC(=S)NCc1ccncc1 | 0% | ? | -16% | 19% | -12% | -7% | -2% | -9% | -2%
CC(C)[C@H](NS(=O)(=O)c1ccccc1)C(=O)OCC(=O)Nc1ccc2c(c1)OCO2 | -5% | 14% | 6% | 4% | -13% | -1% | 15%[59 µM] | -10% | -11%
CC(Oc1ccccc1)C(=O)Nc1cccc(-c2nc3ccccc3[nH]2)c1 (stereo not given) | -3% | 0% | 7% | -10% | -5% | -10% | 50µM* | -21% | -22%

Complete entries from above. Values in the order: BLM inh, POLB inh, BAZ2B inh, Pol iota inh, JMJD2A Tudor inh, APE1 inh, G9a inh, POLH inh, Pol kappa inh
CC(O)c1nc2ccccc2n1CCCOc1ccccc1 (stereo not given) is entered as -1%, 17%, -10%, 2%, -16%, -1%, 9%, 0%, -15%
CC(=O)Nc1ccc(Nc2ncnc3c2cnn3-c2ccccc2)cc1 is entered as -4%, ?, -3%, -8%, -4%, 1%, -37%[59 µM], 0%, -3%
CCOC(=O)C1OC1(c1ccccc1)c1ccccc1 (stereo not given) is entered as ., ., ., 26%, -12%, ., ., -17%, -3%
O=C(NC1CS(=O)(=O)CC1NCc1ccccc1)c1ccccc1 (stereo not given) is entered as 3%, 18%, 12%, 1%, 0%, 0%, 15%[59 µM], -4%, 5%

JMJD2A Tudor inh: hit marks shown above
structure | BLM inh | POLB inh | BAZ2B inh | Pol iota inh | JMJD2A Tudor inh | G9a inh | POLH inh | Pol kappa inh
COc1ccc(OC)c2c(=O)cc(C(=O)O)[nH]c12 | -5% | -26% | ? | 159%[activator] | 79µM* | 25µM* | -10% | -1%
FC(F)(F)c1ccccc1-n1c(CN2CCCCC2)n[nH]c1=S | -4% | 12% | -24% | 16% | 22µM* | 20µM* | 4% | -22%

These rows are one share of the data; count on the stated rates, not on these rows.
